Bioassay records: PubChem BioAssay, National Center for Advancing Translational Sciences (NCATS)
HttQ103 aggreg: reduces HttQ103-GFP aggregates in PC12 cells | PC12 HttQ103-GFP aggregates, Acumen cytometry, 40 h | Potency, µM (highest dose often 46.1 µM), inactives show top-dose activity change, negative = inhibition, hits mostly inhibitors | 220,000 tested, 1.1% active | AID 1688; further: potency means the concentration at half of the fitted maximal effect; on the % scale 0 is the no-effect control and ±100 the full control effect; nearly all actives have a fitted effect of over 60% in size
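PC12/HTTQ103-GFP, ecdysone-inducible; teb 100 nM; cpd qHTS titration; GFP aggregates read on laser cytometer, Ex 488/Em 500-530 nm.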
Lamin A splicing: modulators of lamin A splicing | 200,000 tested, 0.01% active | HeLa LMNA splicing GFP/RFP minigene ratio, 48 h | Potency, µM (top dose mostly 46.1 µM), inactives show at the top dose ratio change, negative = inhibition, most hits filed as inhibitors; active means well fitted inhibition curve with a large enough effect in the signal ratio, with a control signal flat, not every such curve was filed as active; inconclusive means small, poorly fitted or top-dose-only effect, or effect the other way, or a change in a side signal; the % refers to the signal ratio; further: potency means the concentration at half of the fitted maximal effect; on the % scale 0 is the no-effect control and ±100 the full control effect
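S3 HeLa stable clones carrying a lamin A-EGFP splicing minigene plus DsRed2 were seeded at 600 cells/well in Opti-MEM with 2% FBS, pin-dosed and incubated 48 h at 37°C. Acumen cytometry (488 nm) gave the GFP/RFP total-intensity ratio.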
HTT ATP protect: Huntington cell model cytoprotection by ATP luminescence; Potency, µM (top dose mostly 56.4 µM), without a hit: cytoprotection (ATP increase), most hits filed as activators; 230,000 tested, 0.14% active; PC12 HTT-Q103 induced, cytoprotection, ATP luminescence, 40 h;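 further: potency means the concentration at half of the fitted maximal effect; % of control where 0% means no effect; nearly all actives have a fitted effect of over 45% in size; toxic huntingtin expression switched on by the ecdysone agonist tebufenozide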
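Compounds added alongside 100 nM tebufenozide, which induces toxic Q103 huntingtin exon 1-GFP in stable PC12 cells; surviving cells quantified by luminescent ATP measurement. Medium: phenol red-free DMEM, 5% equine and 5% calf serum.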
CBFb RUNX1 block: CBF-beta/RUNX1 interaction disruption; 230,000 tested, under 10 active; Q01196+Q13951; Potency, µM (top dose mostly 59.8 µM), without a hit: at the top dose activity, negative = inhibition, actives largely listed as inhibitors; AlphaScreen CBFb-His/RUNX1-biotin binding, biochemical; further: % of control where 0% means no effect
Target sequence (Q01196 whole entry, looked up): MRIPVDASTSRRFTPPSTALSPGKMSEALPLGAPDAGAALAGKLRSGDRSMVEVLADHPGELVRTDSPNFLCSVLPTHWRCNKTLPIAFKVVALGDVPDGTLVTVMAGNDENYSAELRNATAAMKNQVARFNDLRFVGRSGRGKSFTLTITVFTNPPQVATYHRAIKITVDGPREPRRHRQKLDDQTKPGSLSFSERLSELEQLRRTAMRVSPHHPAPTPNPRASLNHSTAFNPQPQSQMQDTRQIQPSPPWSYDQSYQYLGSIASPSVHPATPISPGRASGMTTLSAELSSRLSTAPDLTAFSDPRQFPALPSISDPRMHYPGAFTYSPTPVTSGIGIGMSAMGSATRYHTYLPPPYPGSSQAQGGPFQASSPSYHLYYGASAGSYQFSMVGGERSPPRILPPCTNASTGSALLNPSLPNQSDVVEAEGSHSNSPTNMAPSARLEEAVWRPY
Target sequence (Q13951 whole entry, looked up): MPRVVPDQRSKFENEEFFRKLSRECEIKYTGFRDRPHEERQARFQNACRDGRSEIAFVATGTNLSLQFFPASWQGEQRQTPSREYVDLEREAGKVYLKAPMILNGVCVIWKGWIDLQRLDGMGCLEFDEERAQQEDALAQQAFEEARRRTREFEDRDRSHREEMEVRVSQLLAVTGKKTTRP
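Room-temperature protein-protein interaction test with 30 nM each of His-tagged CBF-beta and biotinylated RUNX1, 15 min with compound, then 90 min with nickel plus streptavidin beads. Signal read in AlphaScreen mode.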
IMPase Li cell: membrane-permeable IMPase blocker, potentiated with lithium | CHO-M1 cells, IP1 TR-FRET (IP-One), carbachol + lithium | Potency, µM (series often up to 59.4 µM), for the others: at the top dose activity, negative = IMPase inhibition, actives largely listed as inhibitors | 210,000 tested, 0.35% active | AID 1457;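 further: IP1 builds up when IMPase is blocked and the TR-FRET signal falls; potency means the concentration at half of the fitted maximal effect; plate controls were basal vehicle for no effect and high inhibitor control for full effect; nearly all actives have a fitted effect of over 50% in size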
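CHO cells stably expressing M1 receptor (2000/well, cultured 16–30 h) treated 30 min at 37C with compound plus low lithium. Cytosolic IP1 by TR-FRET (665/620 ratio and 620 channel) after 10 min lysis; AC50 by Hill fit.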
Luc counter: blocks Kinase-Glo luciferase, a counter-screen artifact; 200,000 tested, 0.28% active; AID 1379; Q27757; Kinase-Glo luciferase, ATP luminescence, 8 min; Potency, µM (highest dose often 38.3 µM), without a hit: at the highest dose activity change, negative = inhibition, actives largely listed as inhibitors; further: potency means the concentration at half of the fitted maximal effect; on the % scale 0 is the no-effect control and ±100 the full control effect; nearly all actives have a fitted effect of over 60% in size
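Compound is pinned into ATP-containing buffer (10 uM ATP, imidazole pH 7.2, 7 mM MgCl2). Kinase-Glo luciferase reagent is then added. Light output is recorded following an 8-min room-temperature incubation.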
SMN2 splice up: SMN2 splice variant enhancement; HEK293 SMN2-luciferase splicing reporter, luminescence, 30-36 h; Potency, µM (top dose mostly 46.1 µM), without a hit: at the top dose activity change, positive = activation, most hits filed as activators; 210,000 tested, 2.8% active; further: potency means the concentration at half of the fitted maximal effect; % of control where 0% means no effect; nearly all actives have a fitted effect of over 55% in size
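HEK293 cells carry an SMN2 […]–luciferase reporter in which exon 7 inclusion puts luciferase in frame. Cells were plated 10-12 h before compound addition, then incubated 30-36 h at 37C. ONE-Glo luminescence was read; sodium butyrate at 4.5 mM final served as control.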
* marks the source's active call; other numbers are inactive results; ? = inconclusive; · = no result given; [ ] = dose if it differs, or a comment. Unless noted, the call rests on the fitted dose curve; in most records, active means well fitted curve in the direction sought with a large enough effect; inconclusive means small, poorly fitted or top-dose-only effect, or another doubt; inactive means no such curve, though single readings can be large; an effect the other way counts as inactive or inconclusive.

item	Structure	HttQ103 aggreg	Lamin A splicing	HTT ATP protect	CBFb RUNX1 block	IMPase Li cell	Luc counter	SMN2 splice up
1	CCn1c(C)nc2cc(C(=O)N/N=C(\C)c3ccc(OC)cc3O)ccc21	?	7%[46 µM]	-145%[inhibitor]	-3%	9%	7%	-85%[inhibitor]
2	O=C(CN1CCCCC1)Nc1ccccc1	6%	-1%	-5%	0%	28%[38.3 µM]	0%	11%
3	COc1ccc(N2CCN(C(=O)C(CCSC)N=C3NS(=O)(=O)c4ccccc43)CC2)cc1 (centres undefined)	-2%	2%	0%	-9%	19%[38.3 µM]	0%	?
4	CC(C)N(C(=O)C[n+]1ccsc1N)c1ccccc1	4%	·	-43%[inhibitor]	3%	9%	·	·
5	CC1=NN(C(=O)c2cccnc2)C(O)(C(F)(F)F)C1 (centres undefined)	0%	-14%[46 µM]	?	2%	1%	-1%	·
6	CN(C)C(/C=C/Nc1ccccc1F)=C(C#N)C#N	-2%	-12%	1%[10 µM]	4%	-6%	0%	-2%
7	O=C(c1noc2c1CCc1ccccc1-2)N1CCc2ccccc2C1	?	?	0%[10 µM]	?	46%[activator][38.3 µM]	2%	?
8	Oc1ccccc1-c1n[nH]c(=S)n1Cc1ccco1	20%	-5%	-7%	-4%	15%[38.3 µM]	-5%	1%
9	COc1ccc(OC)c(S(=O)(=O)Nc2ccc(CC(=O)O)cc2)c1	-9%	-6%	2%	5%	0%[38.3 µM]	3%	17%
10	O=C(Nc1cccc(Cl)c1)NC1CC2CCC(C1)N2Cc1ccco1 (centres undefined)	14%	-2%[9.22 µM]	-31%[inhibitor]	4%	3%	0%	5%
11	CCCCN(C)CCNS(=O)(=O)c1ccc2c(c1)n(C)c(=O)c(=O)n2C	0%	3%	-12%	0%	10%[38.3 µM]	-1%	-12%
12	Cc1cc(C)nc(SCc2cn3cc(Cl)ccc3n2)n1	10%	3%	8%[10 µM]	-7%	-1%	-1%	27%
13	COc1ccc(-c2nn(-c3ccccc3)cc2/C=N/NC(=O)c2cccc(S(=O)(=O)Nc3ccccc3OC)c2)cc1	4%	?	32%[10 µM]	-7%	-1%	-1%	?
14	CC(C)c1ccccc1OCCNC(=O)c1cncc(Br)c1	-31%	?	-9%	7%	22%	0%	-26%
15	COc1ccc(CCNC(=O)c2ccncc2)cc1OC	21%	-14%	0%[10 µM]	13%	8%[38.3 µM]	1%	10%
16	Cc1cc(-c2csc(NC(=O)c3cccc(S(=O)(=O)N(C)C)c3)n2)c(C)n1-c1ccccc1	17%	?	-13%[10 µM]	1%	8%	-1%	-45%[inhibitor]
17	Cc1noc(NC(=O)c2c(-c3c(Cl)cccc3Cl)noc2C)c1[N+](=O)[O-]	-1%[9.22 µM]	-8%[46 µM]	-2%[10 µM]	13%	·	·	·
18	Cc1cccc(CSc2nnc(-c3ccco3)n2C)c1	-1%	11%	-11%	6%	9%[38.3 µM]	-4%	-3%
19	O=c1[nH]nc(N/N=C/c2ccc(Cl)cc2Cl)c(=O)[nH]1	14%[9.22 µM]	·	28%[10 µM]	2%	·	·	·
20	COc1ccc(/C(O)=C2/C(=O)C(=O)N(c3ncccn3)C2c2ccc(OC)cc2)cc1 (centres undefined)	3%	-5%	·	4%	-23%	5%	-3%
21	C[n+]1cn(CC(O)COCc2ccccc2)c2ccccc21 (centres undefined)	2%	11%	0%	1%	14%[38.3 µM]	-5%	4%
22	Nc1cc(S(=O)(=O)Nc2ccc(Br)cc2)ccc1Cl	13%[9.22 µM]	·	14%[10 µM]	9%	·	·	·
23	c1ccc2sc(NN=C3CCCCCC3)nc2c1	0%[9.22 µM]	11%[46 µM]	-157%[inhibitor]	-21%	9%	-11%	4.5µM*
24	Cn1c(-c2ccc(Cl)cc2)cnc1NCc1cc2c(cc1[N+](=O)[O-])OCO2	4%	-14%	-10%[10 µM]	-14%	12%	-2%	-8%
25	Cc1ccc(CNC(=O)C2CCCN(S(=O)(=O)c3c(C)n[nH]c3C)C2)cc1 (centres undefined)	17%	-3%	2%	0%	30%[38.3 µM]	0%	-4%
26	Cc1ccc(-n2nnc3c(=O)n(CC(=O)N4CCOCC4)cnc32)cc1	-1%	-1%	18%[10 µM]	4%	18%[38.3 µM]	4%	7%
27	CC(C)(C)c1cc(NC(=O)C2CCCO2)no1 (centres undefined)	-2%	3%	14%[1.9 µM]	0%	-1%[38.3 µM]	-2%	?
28	O=[N+]([O-])c1ccc(OCCO)nc1	-23%[9.22 µM]	·	2%[10 µM]	5%	·	·	·
29	CCCNC(=O)N1CCN(S(=O)(=O)c2ccc(C)cc2)CC1	-4%	4%	7%	-3%	-8%[38.3 µM]	0%	0%
30	N#Cc1c(-c2ccc(F)cc2)cc(C2CC2)nc1SCC(=O)c1cccs1	-1%	-4%	-25%[10 µM]	-5%	·	·	·
31	OCC1CCCC(n2cnc3c(=S)nc[nH]c32)O1 (centres undefined)	-2%[9.22 µM]	17%[46 µM]	-1%[10 µM]	3%	·	·	·
32	CCOC(=O)N1CCC(NC(=O)C2CCCN2C(=O)OCc2ccccc2)CC1 (centres undefined)	17%[9.22 µM]	-6%	0%	-3%	10%[38.3 µM]	-1%	13%
33	O=C(NCc1ccccc1)C1CCCN(S(=O)(=O)c2cccnc2)C1 (centres undefined)	1%	14%	15%	4%	20%[38.3 µM]	0%	7%
34	COc1ccc2nc(NC(=O)CSc3nccc(C)n3)sc2c1	?	19%	-18%	-3%	9%[38.3 µM]	-4%	-40%[inhibitor]
35	Cc1cccc(N(C(=O)Cn2nnc(-c3ccccc3F)n2)C(C(=O)NC(C)(C)C)c2ccncc2)c1 (centres undefined)	-6%[9.22 µM]	1%[46 µM]	28%[10 µM]	-6%	6%	0%	·
36	O=C(NC1CCCCCC1)C(Cc1ccccc1)n1cccc1 (centres undefined)	-4%[9.22 µM]	·	10%[10 µM]	8%	·	·	·
37	Cc1ccc(-n2nc3c(c2NC(=O)c2ccc(S(=O)(=O)N4CCOCC4)cc2)CSC3)c(C)c1	2%	-4%	-23%	0%	13%[38.3 µM]	-2%	4%
38	O=C(NCc1ccccn1)C1CCN(S(=O)(=O)c2ccccc2)CC1	11%	3%	-10%	3%	10%[38.3 µM]	0%	-14%
39	S=C(Nc1ccc(OCc2ccccc2)cc1)Nc1cccc(Cl)c1Cl	17%	-14%	·	1%	18%	2%	19%
40	Cc1nnc(NC(=O)c2c(F)c(F)c(F)c(F)c2F)s1	-11%	-9%	-24%	3%	-5%[38.3 µM]	-2%	-6%
41	COc1ccc(OC)c(S(=O)(=O)N2CCC(C(=O)Nc3cccc(C)c3C)CC2)c1	-3%	-8%	-29%[10 µM]	-2%	-9%[38.3 µM]	5%	-20%
42	CCCc1cc(=O)c2c(O)cccc2o1	12%[9.22 µM]	6%[46 µM]	-7%[10 µM]	8%	·	·	·
43	O=C1NCCCC1C(=O)N1CCN(C(=O)C2CCCNC2=O)CC1 (centres undefined)	6%	2%	0%	6%	-9%[38.3 µM]	-2%	-2%
44	CCCC1Cc2c(sc3ncnc(N)c23)CO1 (centres undefined)	-20%	2%	-14%	0%	-9%[38.3 µM]	-2%	11%
45	O=C(NNC(=O)C12CC3CC(CC(C3)C1)C2)c1cnccn1	?	?	17%[10 µM]	7%	2%	1%	-43%[inhibitor]
46	CC1(C)CC(=O)c2cnc3nc4ccccc4n3c2C1	10%[9.22 µM]	1%[46 µM]	17%[10 µM]	-3%	-1%	-2%	·
47	O=C1[C@@H]2[C@@H](C(=O)N1c1ccc(OCc3ccccc3)cc1)[C@@H]1c3ccccc3[C@@H]2[n+]2ccccc21	·	·	-2%[10 µM]	·	19%	-5%[7.66 µM]	3%[9.22 µM]
48	Cc1ccc2nc(N3CCN(C)CC3)c(C#N)cc2c1	1%	1%	-6%	3%	6%[38.3 µM]	10%	-22%
49	NC1=NC(=O)/C(=C/c2ccsc2)S1	-21%	-12%[46 µM]	-13%	5%	-7%	-2%	1%
50	CN1/C(=C\C(=O)COC(=O)Cn2nnc(-c3ccccc3)n2)C(C)(C)c2ccccc21	11µM*	-2%	-8%	2%	7%[38.3 µM]	-8%	-28%
51	CCNC(=S)NNC(=O)CSc1nc2ccccc2[nH]1	25%	-3%[46 µM]	-33%[inhibitor]	-20%	-4%	1%	1%
52	Cc1ccc(NCc2ccccc2O)cc1	-3%	12%	-18%	-18%	30%[activator][38.3 µM]	-5%	20%
53	CCOC(=O)CSc1nnc(CNc2cccc(Cl)c2)n1C	-18%	-5%	17%[10 µM]	3%	14%	2%	1%
54	CCOC(=O)N1CCC(Nc2c(NCCCN(CC)Cc3ccccc3)c(=O)c2=O)CC1	20%	-4%	10%	0%	8%[38.3 µM]	-6%	3%

Molecules from the list above that have bromine, in the order listed:
item	Structure	HttQ103 aggreg	Lamin A splicing	HTT ATP protect	CBFb RUNX1 block	IMPase Li cell	Luc counter	SMN2 splice up
14	CC(C)c1ccccc1OCCNC(=O)c1cncc(Br)c1	-31%	?	-9%	7%	22%	0%	-26%
22	Nc1cc(S(=O)(=O)Nc2ccc(Br)cc2)ccc1Cl	13%[9.22 µM]	·	14%[10 µM]	9%	·	·	·

Reformatted screen by screen: 4 of the compounds above.
45: O=C(NNC(=O)C12CC3CC(CC(C3)C1)C2)c1cnccn1
46: CC1(C)CC(=O)c2cnc3nc4ccccc4n3c2C1
47: O=C1[C@@H]2[C@@H](C(=O)N1c1ccc(OCc3ccccc3)cc1)[C@@H]1c3ccccc3[C@@H]2[n+]2ccccc21
48: Cc1ccc2nc(N3CCN(C)CC3)c(C#N)cc2c1
assay / compound | 45 | 46 | 47 | 48
HttQ103 aggreg | ? | 10%[9.22 µM] | · | 1%
Lamin A splicing | ? | 1%[46 µM] | · | 1%
HTT ATP protect | 17%[10 µM] | 17%[10 µM] | -2%[10 µM] | -6%
CBFb RUNX1 block | 7% | -3% | · | 3%
IMPase Li cell | 2% | -1% | 19% | 6%[38.3 µM]
Luc counter | 1% | -2% | -5%[7.66 µM] | 10%
SMN2 splice up | -43%[inhibitor] | · | 3%[9.22 µM] | -22%

Structures listed above shown as hits in SMN2 splice up.
| item | Molecule | HttQ103 aggreg | CBFb RUNX1 block | IMPase Li cell | SMN2 splice up |
| --- | --- | --- | --- | --- | --- |
| 23 | c1ccc2sc(NN=C3CCCCCC3)nc2c1 | 0%[9.22 µM] | -21% | 9% | 4.5µM* |
